SW480 rereplic: inducers of DNA re-replication in SW480 colon cancer cells. SW480 DNA re-replication, Hoechst DNA content imaging, 48 h. Potency, µM (doses to about 46.1 µM), for the others: at the highest dose re-replication activation, usual class: activators. hit rate 1.8% among 340,000; also: potency is read from the fitted curve at half-maximal effect; % of control where 0% means no effect; nearly all actives have a fitted effect of over 55% in size
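Cells (250 per well) received 23 nL compound or DMSO by pin tool and were kept 48 hr at 37 C, 5% CO2. Nuclei were then stained with Hoechst for 40 min and scanned for DNA content.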
HT1080-NT tox: kills 2HG-producing HT-1080-NT fibrosarcoma cells; HT-1080-NT fibrosarcoma viability, CellTiter-Glo ATP luminescence, 48 h; Potency, µM (doses to about 46.1 µM), for the others: at the highest dose activity, negative = less viability, hits mostly cytotoxic; hit rate 1.6% among 360,000;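 also: NT is the 2HG producing partner of a matched IDH1 knockdown line; potency is read from the fitted curve at half-maximal effect; 0% = DMSO-treated cells and -100% = media-only wells without cells; nearly all actives have a fitted effect of over 55% in size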
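HT-1080-NT; 750 cells/well; 5% FBS RPMI; 48 h compound, 37 degrees C; CellTiter-Glo luminescence; curve fitting and curve-class assignment.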
MCF10A rereplic: DNA re-replication induction in MCF 10a cells. Potency, µM (top dose mostly 46.1 µM), for the others: at the top dose activity, positive = re-replication, usual class: activators. MCF 10A DNA re-replication, Hoechst nuclear intensity, 48 h. AID 624296. hit rate 2.9% among 350,000; also: potency is read from the fitted curve at half-maximal effect; % of control where 0% means no effect; nearly all actives have a fitted effect of over 50% in size
IL-1B inflam inh: inhibitors of inflammasome signaling (IL-1 beta secretion) | THP-1 LPS/ATP IL-1B secretion, AlphaLISA, 16 h; stronger effect = lower value | activity change, % at 57.5 µM | hit rate 4.7% among 360,000; in the data active = activity change below about -50%; inconclusive = mostly about -30% to -49%; also: % is scaled to controls: 0 for no effect and ±100 for the full control effect
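THP-1 cells pretreated 1 hr with compounds (up to 57.5 uM final), then stimulated with LPS (250 ng/mL final) plus ATP (1.25 mM final); secreted IL-1B measured by AlphaLISA after 16 hr, decreased signal indicating inhibition.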
ATXN2 expr inh: inhibitors of ATXN2 expression. HEK-293 ATXN2-luciferase reporter, luminescence, 24 h. Potency, µM (doses to about 57 µM), inactives show at the top dose activity change, negative = inhibition, most hits filed as inhibitors. hit rate 0.72% among 360,000. AID 1745845; also: potency is read from the fitted curve at half-maximal effect; % is scaled to controls: 0 for no effect and ±100 for the full control effect; nearly all actives have a fitted effect of over 55% in size
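ATXN2-luciferase reporter cells (luciferase flanked by upstream and downstream ATXN2 gene portions) were treated 24 h at 37 °C with compounds at up to 57 uM. SteadyGlo luminescence gave expression; GF-AFC fluorescence gave viability.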
ATXN viability: reduces viability in counter-screen for ATXN expression inhibitors; S2 cells (HEK-293 line with an ATXN2-luciferase reporter) viability, CellTiter-Fluor protease fluorescence, 24 h; hit rate 0.49% among 400,000; AID 651635; Potency, µM (doses to about 56.7 µM), actives largely listed as cytotoxic; also: potency is read from the fitted curve at half-maximal effect; nearly all actives have a fitted effect of over 40% in size
HepG2 tox: HepG2 cytotoxicity, counter-screen for TGF-b inhibitors; Potency, µM (highest dose often 46.1 µM), for inactives: at the top dose activity change, negative = cytotoxicity, most hits filed as cytotoxic; HepG2 CAGA-GFP viability, ATP luminescence, 18 h; hit rate 0.76% among 410,000; AID 588856; also: potency is read from the fitted curve at half-maximal effect; some results filed as inactive show a strong effect at the top dose
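HepG2 CAGA-GFP cells (1000/well, DMEM with 1% FBS) received compound, then TGF-beta at 500 pg/mL final, and were incubated 18 hours at 37 degrees C. Viability was read by CellTiter-Glo luminescence. Media-only wells were set as complete cell-killing and DMSO as no toxicity.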
KB-3-1 cytotox: kills parental KB-3-1 adenocarcinoma cells. KB-3-1 viability, CellTiter-Glo ATP luminescence, 72 h. Potency, µM (doses to about 46.1 µM), without a hit: at the highest dose activity change, negative = cytotoxic, actives largely listed as cytotoxic. hit rate 1.4% among 400,000; also: potency is read from the fitted curve at half-maximal effect; % is scaled to controls: 0 for no effect and ±100 for the full control effect; nearly all actives have a fitted effect of over 60% in size
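Parental KB-3-1 viability, qHTS format: 72 h compound exposure, 37 °C; CellTiter-Glo; media-only wells and DMSO plates as controls; concentration-effect fits on corrected data.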
HT1080 IDH1KD tx: HT-1080 IDH1 knockdown cell toxicity (counter line); HT-1080 IDH1 knockdown viability, ATP luminescence, 48 h; Potency, µM (doses to about 46.1 µM), without a hit: top-dose activity, negative = toxicity, usual class: cytotoxic; hit rate 2% among 360,000;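 also: potency is read from the fitted curve at half-maximal effect; 0% = DMSO wells and -100% = cell-free medium wells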
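Using the IDH1-knockdown HT-1080 line run in the same batch and compound series as the NT line, viability after 48 h at 37 °C was determined by CellTiter-Glo luminescence and expressed as % activity.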
Active calls of the source: *; i = inactive; ? = inconclusive; · = not tested or not shown; & = joins results of further samples; ! = repeats disagree; [ ] = another dose, or the depositor's remark. Unless noted, calls follow the shape of the dose curve; as a rule, active = well fitted curve in the direction sought with a large enough effect; inconclusive = small, poorly fitted or top-dose-only effect, or another doubt; inactive = no such curve, though single readings can be large; an effect the other way counts as inactive or inconclusive. No enrichment for hits; any-hit rate near 8.9%.

Sample of the layout, four compounds:
Under each structure – SW480 rereplic, HT1080-NT tox, MCF10A rereplic, IL-1B inflam inh, ATXN2 expr inh, ATXN viability, HepG2 tox, KB-3-1 cytotox, HT1080 IDH1KD tx
- COc1ccc(C2NC(=O)CCC2[N+](=O)[O-])cc1 (configuration not stated)
 : 2%, -1%, 3%, 12, 6%, i, -3%, -1%, -3%
- O=[N+]([O-])c1ccc(O)c(C2=NNC(c3ccccc3F)C2)c1 (configuration not stated)
 : -6%, 21µM*, 3.7µM*, -58*, ?, i, -38%, ?, ?
- Cn1c(=O)c(=O)n(C)c2cc(S(=O)(=O)N3CCCCCC3)ccc21
 : -7%, 6%, 13%, -6, 2%, i, 0%, 23%, 1%
- Cc1cccc(C(=O)NC(=S)N2CCc3ccccc3C2)c1
 : -693%[inhibitor], -10%, 5%, -7, -20%[11.3 µM], i, 11%, 2%, -8%

Results, from the first entry:
Under each structure – SW480 rereplic, HT1080-NT tox, MCF10A rereplic, IL-1B inflam inh, ATXN2 expr inh, ATXN viability, HepG2 tox, KB-3-1 cytotox, HT1080 IDH1KD tx
- COc1ccc(C2NC(=O)CCC2[N+](=O)[O-])cc1 (configuration not stated)
 : 2%, -1%, 3%, 12, 6%, i, -3%, -1%, -3%
- O=[N+]([O-])c1ccc(O)c(C2=NNC(c3ccccc3F)C2)c1 (configuration not stated)
 : -6%, 21µM*, 3.7µM*, -58*, ?, i, -38%, ?, ?
- Cn1c(=O)c(=O)n(C)c2cc(S(=O)(=O)N3CCCCCC3)ccc21
 : -7%, 6%, 13%, -6, 2%, i, 0%, 23%, 1%
- Cc1cccc(C(=O)NC(=S)N2CCc3ccccc3C2)c1
 : -693%[inhibitor], -10%, 5%, -7, -20%[11.3 µM], i, 11%, 2%, -8%
- COc1ccccc1N1CCN(C(=O)c2cc(-c3ccc(C)cc3)on2)CC1
 : ?, -4%, ?, -1, ?, i, -7%, -3%, -5%
- Cc1ccc(CSCCNC(=O)CSCc2ccc([N+](=O)[O-])cc2)cc1
 : 17%, -17%, -6%, 0, -2%, i, -90%, -1%, 3%
- Cc1ccc(C(=O)N/N=C2\CCSC2)cc1[N+](=O)[O-]
 : -3%, 7%, 1%, 6, 5%, ?, 1%, 8%, 12%
- CCCCN1C(=O)C2C3C=CC(C2C1=O)C1C2C(=O)N(CCCC)C(=O)C2C31 (configuration not stated)
 : ·, 4%, 1%, 0, -1%, i, -17%, 0%, 3%
- N=C1/C(=C\c2ccc(SCc3ccccc3)o2)C(=O)N=C2SC=NN12
 : ?, 0%, ?, 13, ·, i, 4%, 0%, -2%
- CCN(CC)C(=O)n1c(Cc2ccccc2)nc2ccccc21
 : ?, -1%, ?, -7, -10%, i, -7%, -1%, 0%
- COC(=O)c1cc(=O)n(Cc2cccs2)c(=Nc2ccc(F)cc2)s1
 : -9%, ?, 19%, -4, 21µM*, 27µM*, -73%, ?, ?
- CC(C#N)(Cc1ccccc1)Nc1ccccc1 (configuration not stated)
 : -2%, 2%, 1%, 8, ·, i, -6%, 0%, -2%
- COc1ccc(CC(=O)N[C@@H]2c3cc(OC)c(OC)cc3C[C@H]2OCc2ccccc2)cc1
 : 4%, -3%, -31%[inhibitor], -19, 50%[activator], i, -5%, 0%, -8%
- Oc1ccc(/C=N/n2c(-c3ccco3)csc2=Nc2cccnc2)c(O)c1
 : 5%, -10%, 23%, 21, ?, ?, -24%, 29%, 12%
- Cc1nn(Cc2c(F)c(F)c(F)c(F)c2F)c(C)c1NC(=O)c1ccc(COc2ccc(Cl)cc2Cl)o1
 : ?, ?, ?, -63*, 20µM*, i, -5%, ?, ?
- Cc1nc(Nc2cc(F)ccc2C)c2nnn(Cc3ccccc3)c2n1
 : -1%, -8%, 14%, ?, -24%, i, -23%, 7%, -18%
- NC(=O)c1nsc(C(=O)N(CC(=O)NC2CCCCC2)c2ccc(Cl)cc2)c1N
 : -2%, -17%, ?, 3, 20%, i, 11%, -3%, -3%
- COc1cc(OC)c(NS(=O)(=O)c2cn(C)cn2)cc1Cl
 : -6%, 7%, -2%, -4, 4%, i, 0%, 13%, 15%
- CC(=O)NCCNC(=O)CCCn1c(=O)[nH]c2ccsc2c1=O
 : ·, ·, ·, ·, 3%, i, 3%, 10%, ·
- CN(Cc1cc2ccccc2[nH]c1=O)C(=O)COc1ccccc1
 : 4%, -2%, -2%, 20, 2%, i, 1%, 15%, 5%
- COc1ccccc1OCc1nc2ccccc2s1
 : 14%, ?, ?, 16, 30%[activator], i, -22%, 0%, ?
- O=[N+]([O-])c1ccccc1N=Nc1ccc(O)cc1
 : 8%, -17%, -1%, 1, ·, ?, -30%, -2%, 8%
- O=C(COc1ccc(-c2nnco2)cc1)N1CCOCC1
 : 2%, 0%, 0%, 0, 3%, i, -27%, ·, -2%
- COc1ccc(OCCN(C)Cc2c(O)ccc3ccccc23)cc1
 : 4%, -7%, 12%, ?, 14%, i, -30%, ?, -11%
- CC(Cc1cccs1)N(Cc1ccc(Cl)cc1)C(=O)c1ccncc1 (configuration not stated)
 : -12%, 5%, 0%, 20, ·, i, -26%, -17%, 0%
- CCCC1Cc2c(sc(N)c2C#N)CO1 (configuration not stated)
 : -14%, 3%, 9%, -9, -1%, i, 7%, 21%, 2%
- COc1ccc(N2C(=O)CCC(C(C)=O)=C2C)cc1
 : -13%, -7%, 225%[0.0737 µM], 22, 1%, i, 6%, -1%, -3%
- CCOC(=O)C1=C(C)NC(SC)=C(C#N)C1CC(C)C (configuration not stated)
 : 7.3µM*, 1.8µM*, ?, ?, -31%, ?, 16%, 4.1µM*, 2.6µM*
- Nc1c(Cl)ncnc1N/N=C/c1ccncc1
 : -6%, 12%, 3%, 1, -4%, i, 7%, -7%, 5%
- COCCCNC(=S)Nc1ccc2c(c1)OCCO2
 : -5%, 11%, 0%, 13, 5%, ?, -47%, -5%, 19%

Later entries
SMILES,SW480 rereplic,HT1080-NT tox,MCF10A rereplic,IL-1B inflam inh,ATXN2 expr inh,ATXN viability,HepG2 tox,KB-3-1 cytotox,HT1080 IDH1KD tx
CN(C(=O)C1CC1)C1CCS(=O)(=O)C1 (configuration not stated),-18%,2%,-12%,10,0%,i,-11%,1%,-17%
O=C(OCCN1C(=O)c2cccc3c(N4CCOCC4)ccc(c23)C1=O)c1ccc(Cl)cc1,?,?,2%,-4,-21%,·,7%,-1%,2.3µM*
COc1cc(C(=S)N2CCOCC2)ccc1OS(=O)(=O)c1ccccc1[N+](=O)[O-],-2%,-11%,-8%,0,14%,i,-6%,-15%,-12%
COc1cccc2cc(C(=O)NCc3ccccc3Br)c(=O)oc12,-2%,19%,2%,-10,9%,i,4%,0%,15%
Cc1cccc(C(C(N)=O)c2ncc(C(F)(F)F)cc2Cl)c1 (configuration not stated),-11%,9%,4%,-8,4%,i,3%,12%,3%
Cc1cccc(/C=N/NC(=O)c2ccc(Br)cc2)c1,-2%,8%,?,-3,33%,i,-12%,3%,4%
CCN(CC)c1ccc(SS(=O)(=O)O)cc1,4%&-13%,1%&18%,-3%&0%,-71*!,-15%&-7%,i,4%&-19%,?,14%&5%
Cc1ccc(Cn2nc(C)c(NC(=O)CSc3n[nH]c(C)c3[N+](=O)[O-])c2C)cc1,-6%,-2%,-1%,8,-6%,i,-38%,0%,-6%
C/C(=N\NC(=O)c1ccccc1[N+](=O)[O-])c1c(O)cc(C)oc1=O,-7%,20%,-6%,5,-17%,i,1%,-3%,15%
Cc1cccc(C)c1NC(=O)C1CCN(S(C)(=O)=O)CC1,-5%,6%,2%,32,-4%,i,0%,-3%,21%
Cc1ccc(CN2CCN(Cc3cccc(-n4cccn4)c3)CC2CCO)cc1 (configuration not stated),-103%[inhibitor],4%,0%,-1,1%,i,-23%,5%,2%
C[C@@H]1ON(C)[C@H]2C[C@H]3c4cc(-c5cccc(F)c5)ccc4CCN3C(=O)[C@@H]12,-19%[9.22 µM],6%,-9%,-5,-6%,i,-5%,-2%,2%
CCSC1=NCCN1S(=O)(=O)c1ccc2ccccc2c1,-15%,0%,-3%,-8,·,·,-19%,1%,-1%
COc1cccc2cc(C(=O)C3=C(O)C(=O)N(CCN4CCOCC4)C3c3cccc(Cl)c3)oc12 (configuration not stated),6%,-19%,6%,-6,-13%,i,0%,0%,-11%
Cc1nn(-c2ncc(C(F)(F)F)cc2Cl)c(=O)n1-c1ccc(F)cc1,-9%,-11%,-5%,-1,-2%,i,-2%,-2%,3%
CC1(C)CC(=O)C=C(NCc2ccc(C(=O)O)cc2)C1,21%,3%,-2%,-14,·,i,-30%,7%,-3%
Cc1ccccc1NS(=O)(=O)c1ccc2[nH]c3c(c2c1)CCCCC3,·,·,·,·,-35%,?,-69%,?,·
COc1ccc(OC)c(C(O)c2ncc(-c3ccccc3OC)[nH]2)c1 (configuration not stated),·,5%,·,9,1%,i,6%,-5%,3%
CC(C)(C)c1cc(-c2nc(N)nc(N)n2)cc(C(C)(C)C)c1,2%,-2%,0%,?,1%,i,-33%,-5%,1%
Cc1cnccc1CN(C)Cc1nc(Cc2ccccc2Cl)no1,-4%,?,0%,-9,1%,i,-14%,21µM*,-29%
CCOc1ccc(N2CC(c3nc4ccccc4n3Cc3ccccc3F)CC2=O)cc1 (configuration not stated),·,·,·,·,14%,i,-69%,-12%,·
CN(Cc1cnn(-c2ccc(F)cc2)c1)Cc1nc(Cc2ccccc2)no1,-2%,4%,1%,42,2%,i,-5%,1%,1%
